Bioassay records (PubChem)
T cruzi growth – T. cruzi proliferation inhibition | 77,000 compounds, 5.9% hits | AID 624255 | T. cruzi beta-gal in NIH3T3, GalScreen luminescence, 90 h | inhibition, % at 8.34 µM;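 active = mean inhibition above about 93%, with at least 55% of replicates each passing it, limit read from the data, passing the limit was not always enough; inconclusive = only one of those two conditions holds; inactive = neither condition holds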
GASC1 inh – blocks human GASC-1 (KDM4C) demethylase activity; AID 720574; GST-KDM4C 2-372, H3K9me3 peptide, LANCE TR-FRET; inhibition, % at 12.5 µM; 96,000 compounds, 0.15% hits; Q9H3R0;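 active = mean replicate inhibition above about 25%, with at least 55% of replicates also reaching it, limit read from the data, passing the limit was not always enough; inconclusive = only one of those two conditions met; inactive = neither condition met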
Target sequence (Q9H3R0 2-372 limits assumed): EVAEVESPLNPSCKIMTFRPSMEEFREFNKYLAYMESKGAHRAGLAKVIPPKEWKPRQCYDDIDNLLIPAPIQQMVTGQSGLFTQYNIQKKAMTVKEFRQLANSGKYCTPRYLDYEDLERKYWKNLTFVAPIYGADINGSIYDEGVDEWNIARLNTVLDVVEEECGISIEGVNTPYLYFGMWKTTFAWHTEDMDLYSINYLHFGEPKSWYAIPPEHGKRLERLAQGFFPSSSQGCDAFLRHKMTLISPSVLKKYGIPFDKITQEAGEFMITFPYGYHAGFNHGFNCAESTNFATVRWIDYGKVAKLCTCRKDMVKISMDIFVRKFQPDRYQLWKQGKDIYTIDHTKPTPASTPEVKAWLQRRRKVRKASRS
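System – N-terminal GST-fused human GASC-1 (KDM4C) fragment, residues 2-372 · Input – enzyme final amount 10 nM · Technique – LANCE TR-FRET, Eu antibody, ULight-streptavidin, EDTA, ex 340 nm, em 618/671 nm · Medium – HEPES buffer, pH 7.5, plus ascorbate · Incubation – enzyme reaction 30 min, then detection 60 min, both room temperature · Reagent – H3K9me3 peptide with Fe(II)/2OG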
C diff HTS – C. difficile growth inhibition | growth activity, negative = inhibition, % at 16 µg/mL (by protocol) | Clostridium difficile clinical isolate growth, OD600, 24 h; hits give low values | 86,000 compounds, 0.25% hits;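 active = mean growth activity at or below -80% and every replicate also at or below -80%; inconclusive = mean at or below -80% but some replicate above -80%; inactive = mean growth activity above -80%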;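 note: 0% = DMSO wells and -100% = levofloxacin 16 µg/mL wells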
Pf Dd2 growth – inhibitors of Plasmodium falciparum Dd2 growth. P. falciparum Dd2 growth, SYBR Green, 72 h; hits give low values. activity change, % at 10 µM. 94,000 compounds, 2.3% hits; in the data active = activity change below about -80%; inconclusive = no clear call, values can overlap the other calls
Starred values were filed as active, the others as inactive; u = inconclusive; x = not tested or not shown; & = joins results of further samples. Rows are unselected; about 7.2% have a hit in one of these screens.

SMILES | T cruzi growth | GASC1 inh | C diff HTS | Pf Dd2 growth
C[C@H](CO)N1C[C@H](C)[C@@H](CN(C)CC2CCCCC2)Oc2ccc(NC(=O)NC3CCCCC3)cc2CC1=O | 74.1 | 3.7 | -3.6 | -54.9
COc1cccc(CNC(=O)C[C@@H]2C=C[C@H](NC(=O)C3CCC3)[C@@H](CO)O2)c1 | -5.2 | -1.2 | x | 29.4
COc1ccc(NC(=O)Nc2cccc3c2O[C@@H](CN(C)C(=O)NC2CCCCC2)[C@H](C)CN([C@H](C)CO)C3=O)cc1 | 13.0 | -0.2 | -4.0 | -30.5
C[C@@H]1CCCCO[C@H](CN(C)Cc2ccc3c(c2)OCO3)[C@H](C)CN([C@@H](C)CO)C(=O)c2cc(N(C)C)ccc2O1 | -5.4 | x | -6.2 | -18.5
CN(C)C(=O)C[C@@H]1CC[C@H]2[C@@H](COC[C@H](O)CN2CC2CCCCC2)O1 | -11.7 | -0.6 | 1.9&-3.6 | 9.4
COc1ccc(CN(C)C[C@@H]2Oc3ccc(NC(=O)C4CCCCC4)cc3C(=O)N([C@@H](C)CO)C[C@@H]2C)cc1 | 3.0 | 1.8 | -1.6 | -24.3
COc1ccc(S(=O)(=O)N(C)C[C@H]2Oc3ccc(NC(=O)Nc4ccc(C(F)(F)F)cc4)cc3CC(=O)N([C@@H](C)CO)C[C@@H]2C)cc1 | 4.7 | -2.2 | -4.6 | 3.3
CN1C(=O)c2cc(NC(=O)c3cccs3)ccc2OC[C@@H]2O[C@@H](CC(=O)NCCN3CCCCC3)CC[C@@H]21 | -22.5 | -1.3 | -2.6 | -23.7
COc1ccc(NC(=O)N(C)C[C@H]2Oc3ccc(NC(=O)NC(C)C)cc3CC(=O)N([C@H](C)CO)C[C@H]2C)cc1 | 26.7 | 0.1 | -7.9 | 0.1
C[C@@H](O)C#Cc1ccc2c(c1)O[C@@H](CN(C)C(=O)c1ccncc1)[C@@H](C)CN([C@@H](C)CO)S2(=O)=O | -26.2 | x | -3.1 | 21.4
CC(C)CC#Cc1ccc([C@@H]2[C@@H](CO)N3CCCCN(C(=O)Nc4ccccc4)C[C@H]23)cc1 | u | -0.4 | -78.7 | -31.1
C[C@@H]1CN([C@H](C)CO)C(=O)c2cc(NC(=O)c3ccncc3)ccc2O[C@@H](C)CCCCO[C@H]1CN(C)S(=O)(=O)c1ccc(Cl)cc1 | 56.2 | 9.9 | -10.4 | -66.2
O=C(C[C@H]1CC[C@H](NS(=O)(=O)c2ccc(F)cc2)[C@H](CO)O1)NC1CCCCC1 | x | -0.9 | 0.6 | 10.9
COc1ccc2c3c([nH]c2c1)[C@H](CO)N(C(=O)C1CC1)CC31CN(C(=O)NC(C)C)C1 | x | 1.7 | -1.9 | 48.8
C[C@@H]1CN([C@@H](C)CO)C(=O)c2cccc(NC(=O)C3CCOCC3)c2O[C@H]1CN(C)Cc1ccc(-c2ccccc2)cc1 | 56.4 | 2.5 | -2.6 | -83.8*
CO[C@H]1CN(C)C(=O)c2ccc(NS(C)(=O)=O)cc2OC[C@@H](C)N(C(=O)C2CCCCC2)C[C@@H]1C | 39.0 | 2.2 | -1.1 | 15.5
C[C@H]1CN([C@@H](C)CO)C(=O)CCCn2cc(nn2)CO[C@H]1CN(C)C(=O)Nc1cccc(F)c1 | -2.0 | 1.0 | -1.9 | 19.2
CNC[C@H]1Oc2cc(-c3cccc(F)c3)ccc2S(=O)(=O)N([C@H](C)CO)C[C@@H]1C | 36.4 | -1.5 | -2.1 | -31.1
C[C@@H]1CN([C@@H](C)CO)S(=O)(=O)c2ccc(-c3ccc(C#N)cc3)cc2O[C@H]1CN(C)Cc1ccccn1 | x | 0.4 | 4.1 | -20.9
CS(=O)(=O)N1CCCCN2[C@@H](CO)[C@H](c3ccc(Br)cc3)[C@@H]2C1 | 50.8 | 1.6 | 0.5 | -12.6
CCCC(=O)Nc1ccc2c(c1)OC[C@H](C)N(C(=O)c1ccccn1)C[C@H](C)[C@H](OC)CN(C)C2=O | 59.9 | 0.2 | x | 10.1
CN(C)CC#Cc1cccc(-c2nc(C(=O)N3CCN(Cc4ccccc4)CC3)cc3c2[C@@H](CCO)N(S(=O)C(C)(C)C)C3)c1 (some centres undefined) | x | x | 5.4 | -2.7
C[C@H]1CN([C@@H](C)CO)C(=O)c2c(c3ccccc3n2C)-c2ccccc2CO[C@H]1CN(C)C(=O)Nc1ccc(F)cc1 | 8.0 | -0.4 | 16.6 | 6.3
COc1ccc(S(=O)(=O)N(C)C[C@H]2Oc3ccc(NS(=O)(=O)c4ccccc4)cc3CC(=O)N([C@H](C)CO)C[C@H]2C)cc1 | 61.4 | 15.9 | 1.9 | -14.6
C[C@H](CO)N1C[C@H](C)[C@@H](CN(C)S(=O)(=O)c2cccs2)Oc2ccc(NC(=O)Cc3cn(C)c4ccccc34)cc2C1=O | 3.3 | x | x | 7.0
Next compounds.
SMILES | T cruzi growth | GASC1 inh | C diff HTS | Pf Dd2 growth
COc1ccc(NC(=O)Nc2cccc3c2O[C@@H](CN(C)C(=O)Nc2ccc(C(F)(F)F)cc2)[C@@H](C)CN([C@@H](C)CO)C3=O)cc1 | 47.5 | -0.7 | -5.2 | 49.6
C[C@@H]1CCCCO[C@H](CN(C)C(=O)Nc2ccc(F)cc2)[C@H](C)CN([C@H](C)CO)C(=O)c2cc(NC(=O)c3ccncc3)ccc2O1 | 34.2 | 4.5 | 6.7 | -42.8
C[C@H](CO)N1C[C@H](C)[C@H](CN(C)Cc2ccc(C(=O)O)cc2)Oc2ccc(NC(=O)CCCN(C)C)cc2C1=O | 20.9 | 3.6 | -0.1 | 15.3
CC=Cc1ccc2n(c1=O)C[C@@H]1[C@@H](CO)[C@H](C(=O)N(C)C)[C@H]2N1Cc1cc(F)ccc1F (mixture of isomers) | 71.7 | 0.3 | 2.3 | x
C[C@H](CO)N1C[C@H](C)[C@H](CN(C)C)Oc2ccc(N(C)C)cc2C1=O | 54.0 | x | 3.3 | 11.2
C[C@@H]1CCCCO[C@H](CN(C)S(C)(=O)=O)[C@H](C)CN([C@@H](C)CO)C(=O)c2cc(NC(=O)Cc3ccccc3)ccc2O1 | 35.5 | 0.2 | -5.6 | -13.9
CO[C@@H]1CN(C)C(=O)c2ccc(NC(=O)Nc3ccc(C(F)(F)F)cc3)cc2OC[C@H](C)NC[C@@H]1C | 0.3 | -1.9 | x | -21.3
C[C@@H]1CN([C@@H](C)CO)C(=O)c2cc(C#CC3CCCC3)cnc2O[C@@H]1CN(C)C(=O)Cc1ccccn1 | 92.1 | 1.7 | -2.4 | -6.9
CC(=O)N(C)C[C@H]1Oc2ncc(-c3ccccc3F)cc2C(=O)N([C@@H](C)CO)C[C@H]1C | 30.2 | 0.1 | -5.6 | 23.1
CN1C(=O)c2cc(NC(=O)Cc3cccs3)ccc2OC[C@H]2O[C@H](CC(=O)N[C@@H]3CCN(Cc4ccccc4)C3)CC[C@@H]21 | 52.6 | 1.0 | 1.4 | x
CCNC(=O)[C@@H]1[C@@H](CO)[C@@H]2Cn3c(ccc(-c4ccccc4)c3=O)[C@@H]2N1C(=O)Cc1cccnc1 | 18.9 | -0.5 | 0.0 | 4.5
O=C(Cc1cccnc1)N1CC2(C1)[C@@H](c1ccccc1)[C@@H](CO)N2C(=O)C1CCC1 | x | 1.7 | 0.6 | -8.1
CCC(=O)Nc1ccc2c(c1)C(=O)N(C)C[C@@H](OC)[C@H](C)CN[C@H](C)CO2 | 17.0 | 0.3 | -1.8 | 3.5
OC[C@@H]1[C@H]2c3ccccc3NC[C@H]2N1Cc1ccccc1Cl | -28.2 | 5.2 | 2.2 | -4.6
COCC#Cc1ccc([C@@H]2[C@H]3CN(C(=O)c4cccnc4)CC(=O)N3[C@H]2CO)cc1 | x | 1.0 | 10.0 | 5.0
C[C@H]1CN([C@@H](C)CO)C(=O)c2cc(C3=CCCC3)cnc2O[C@@H]1CN(C)Cc1ccc(F)cc1 | 21.0 | 7.5 | 4.6 | -54.0
COc1ccc(NC(=O)N2CCCCN3[C@H](CO)[C@H](c4ccc(C#Cc5ccccn5)cc4)[C@H]3C2)cc1 | 92.7 | -0.4 | 16.3 | -2.5
Cc1noc(C)c1S(=O)(=O)Nc1cccc2c1O[C@@H](CN(C)Cc1ccc(Cl)c(Cl)c1)[C@@H](C)CN([C@H](C)CO)C2=O | 61.8 | -1.7 | x | -20.5
C[C@H]1CN([C@@H](C)CO)C(=O)c2cc(C#CCN(C)C)cnc2O[C@H]1CN(C)S(=O)(=O)c1cn(C)cn1 | -32.7 | 1.0 | -1.8 | 43.0
CO[C@H]1CC[C@H]2CCN(C)C(=O)CCCN(C)C(=O)c3cc(C#N)ccc3OC[C@H]1O2 | -43.9 | 0.6 | -6.1 | x
CCCC(=O)N1CC2(CCN(Cc3nccs3)CC2)c2c([nH]c3cc(OC)ccc23)[C@H]1CO | x | 0.4 | 1.4 | -35.4
O=C(NC1CCCCC1)N[C@H]1CC[C@H](CC(=O)N2CCOCC2)O[C@@H]1CO | x | 0.8 | 0.0 | 7.1
COc1ccc(S(=O)(=O)Nc2ccc3c(c2)CC(=O)N([C@H](C)CO)C[C@H](C)[C@H](CN(C)C(=O)Nc2ccc(F)cc2)O3)cc1 | 1.9 | 12.1 | -6.7 | 13.9
O=C(c1cccnc1)N1CC[C@@H]2[C@H](CO)Nc3ccc(-c4ccccc4)cc3[C@@H]21 | 56.4 | 2.6 | -5.8 | 0.4
COc1ccc(NC(=O)N(C)C[C@@H]2Oc3ccc(NC(=O)Nc4cccc5ccccc45)cc3CC(=O)N([C@@H](C)CO)C[C@@H]2C)cc1 | 18.9 | -2.8 | 3.7 | -69.5
C[C@H]1CN([C@@H](C)CO)C(=O)Cc2cc(NC(=O)CCN3CCOCC3)ccc2O[C@@H]1CN(C)S(=O)(=O)c1ccccc1 | x | 4.4 | 6.6&-4.8 | -9.7

Some of the entries so far, as labelled records:
O=C(NC1CCCCC1)N[C@H]1CC[C@H](CC(=O)N2CCOCC2)O[C@@H]1CO
  T cruzi growth: x	GASC1 inh: 0.8	C diff HTS: 0.0	Pf Dd2 growth: 7.1
COc1ccc(S(=O)(=O)Nc2ccc3c(c2)CC(=O)N([C@H](C)CO)C[C@H](C)[C@H](CN(C)C(=O)Nc2ccc(F)cc2)O3)cc1
  T cruzi growth: 1.9	GASC1 inh: 12.1	C diff HTS: -6.7	Pf Dd2 growth: 13.9
O=C(c1cccnc1)N1CC[C@@H]2[C@H](CO)Nc3ccc(-c4ccccc4)cc3[C@@H]21
  T cruzi growth: 56.4	GASC1 inh: 2.6	C diff HTS: -5.8	Pf Dd2 growth: 0.4

Marked active in Pf Dd2 growth, among the entries above:
Structure | GASC1 inh | Pf Dd2 growth
C[C@@H]1CN([C@@H](C)CO)C(=O)c2cccc(NC(=O)C3CCOCC3)c2O[C@H]1CN(C)Cc1ccc(-c2ccccc2)cc1 | 2.5 | -83.8*

Single entries from the results shown.
Pf Dd2 growth result of O=C(NC1CCCCC1)N[C@H]1CC[C@H](CC(=O)N2CCOCC2)O[C@@H]1CO reads 7.1
Pf Dd2 growth result of O=C(Cc1cccnc1)N1CC2(C1)[C@@H](c1ccccc1)[C@@H](CO)N2C(=O)C1CCC1 reads -8.1
GASC1 inh result of C[C@@H]1CCCCO[C@H](CN(C)S(C)(=O)=O)[C@H](C)CN([C@@H](C)CO)C(=O)c2cc(NC(=O)Cc3ccccc3)ccc2O1 reads 0.2
C diff HTS result of CO[C@H]1CC[C@H]2CCN(C)C(=O)CCCN(C)C(=O)c3cc(C#N)ccc3OC[C@H]1O2 reads -6.1
